FN deposition inh: fibronectin deposition inhibition | inhibition, % at 12.6 µM | AID 743247 | 350,000 compounds, 0.086% hits | AH1F fibroblasts, Alexa488-fibronectin deposition fluorescence, overnight;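 active = mean inhibition across replicates of 30% or more, regardless of how many single replicates reach that level; inconclusive = mean under 30% yet at least half of replicates reach 30%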;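 note: positive control wells lacked labelled fibronectin entirely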
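Material: AH1F fibroblast monolayer depositing Alexa488-labelled fibronectin into matrix / Amount: 10000 AH1F cells per well / Signal: fluorescence 485/525 nm / Medium: DMEM, 2% serum / Compound: single dose, pinned / Incubation: 1 h cell adhesion before compound, then overnight fibronectin incubation / Reagent: Alexa488-FN, 24 nM final / Read-out: inhibition of fibronectin deposition signal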
Xi reactivation: X-chromosome reactivation activator; XiGFP mouse fibroblasts, % GFP-positive cells imaging, 3 d; cells co-treated with 5-aza-dC sensitizer; scaled so ellipticine positive control = 100%; activation, % at 7.58 µM; 360,000 compounds, 0.055% hits;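 active = mean normalized replicate activation at least 10% and every replicate at or above 10%; inconclusive = only one of the two criteria met; inactive = mean below 10% and not all replicates reach 10%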;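 note: 0% = median of on-plate neutral control wells and 100% = ellipticine 6 µM median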
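System: XiGFP fibroblasts, SV40-immortalized. Medium: DMEM plus 5-aza-dC sensitizer. Doses: single point. Timing: 3 d treatment, 15 min room-temperature fixation. Control set: ellipticine 6 µM.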
RAD54 branch: blocks human RAD54 Holliday junction branch migration; inhibition, % at 10.4 µM; FAM/BHQ fluorescence; Q92698; AID 602329; 360,000 compounds, 0.14% hits;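 active = mean normalized replicate activity at least 40 and at least half of replicates scoring 40 or more; inconclusive = only one of the two criteria met; inactive = mean below 40 and under half of replicates reaching 40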;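 note: 0% = median of neutral control wells and 100% = median of positive control wells; inhibitors cause a drop in the FAM fluorescence signal; in these data hits start at about 50%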
S100A4 inh HTS: S100A4-myosin IIA interaction inhibition | P26447 | S100A4/TAMRA-MyoIIA peptide fluorescence polarization | inhibition, % at 10.7 µM | 360,000 compounds, 0.14% hits | AID 652163;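 active = mean inhibition of at least 70% across replicates, with every replicate also reaching that level; inconclusive = mean inhibition reaches 70% but some replicates fall short; inactive = mean inhibition below 70%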
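Test system: S100A4 monomer protein; Medium: HEPES pH 7.2 with CaCl2, KCl, NaCl, DTT, Triton; Probe or stimulus: TAMRA-labelled myosin IIA heavy-chain peptide probe, 5 nM; Doses: one dose per compound; Times: polarization read 5 min after assay mix addition, stable 5–60 min; Benchmarks: neutral control DMSO, positive control TFP.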
E-sel inducer: induces E-selectin expression in human endothelial cells; HUVEC E-selectin immunofluorescence imaging; normalized: neutral wells 0, TNF-alpha wells 100; activation, % at 7.58 µM; 260,000 compounds, 0.37% hits; AID 686992;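 active = mean E-selectin-positive cell signal at least 10% of the positive control, reached in at least 60% of replicates, without over 20% cell loss; inconclusive = no rule given, readout overlaps actives, possibly toxicity-flagged; inactive = the rest, including those meeting only one limit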;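 note: in these data hits start at about 27%; measured in HUVEC primary endothelial cells; signal is the percent of cells scored E-selectin positive by PE staining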
Target sequence (P16581 whole entry, looked up): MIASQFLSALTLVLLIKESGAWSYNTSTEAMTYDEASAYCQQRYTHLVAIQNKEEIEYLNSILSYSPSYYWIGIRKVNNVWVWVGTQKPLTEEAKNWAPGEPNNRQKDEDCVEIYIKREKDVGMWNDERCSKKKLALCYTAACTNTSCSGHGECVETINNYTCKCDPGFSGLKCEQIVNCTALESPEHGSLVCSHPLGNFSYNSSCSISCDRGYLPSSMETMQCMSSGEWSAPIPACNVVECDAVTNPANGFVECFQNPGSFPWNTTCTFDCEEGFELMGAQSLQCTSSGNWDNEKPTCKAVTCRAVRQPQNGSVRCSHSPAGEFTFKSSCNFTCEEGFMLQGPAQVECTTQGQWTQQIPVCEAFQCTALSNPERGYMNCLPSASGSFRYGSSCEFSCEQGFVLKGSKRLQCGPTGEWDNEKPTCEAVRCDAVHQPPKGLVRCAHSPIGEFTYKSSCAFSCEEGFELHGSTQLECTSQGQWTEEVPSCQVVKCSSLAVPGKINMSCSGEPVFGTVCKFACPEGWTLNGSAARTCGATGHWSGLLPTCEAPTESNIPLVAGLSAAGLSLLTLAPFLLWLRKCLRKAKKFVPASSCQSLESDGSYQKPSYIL
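Assay system: HUVEC primary endothelial cells. Input: 3,000 HUVEC seeded per well. Doses: one compound dose added by pin transfer. Read-out basis: % PE-positive cells. Benchmarks: TNF-alpha high, DMSO low. Detection: immunofluorescence imaging. Buffer or medium: EGM-2, gelatin.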
EWS-Fli block: blocks EWS/Fli oncoprotein-driven transcription; A673 NR0B1-luciferase reporter, viability-normalised; inhibition, % at 12.6 µM; 350,000 compounds, 0.67% hits;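 active = mean inhibition of at least 50% after viability correction, with every replicate also passing that limit; inconclusive = mean reaches 50% but only one of two replicates passes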;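 note: firefly luciferase signal divided by Alamar Blue viability fluorescence both relative to DMSO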
RAD52 anneal inh: blocks human RAD52 DNA annealing; P43351; recombinant RAD52 DNA annealing, FRET fluorescence; inhibition, % at 18.7 µM; 360,000 compounds, 0.46% hits; AID 651710;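 active = every replicate showing at least 50% inhibition; inconclusive = mean inhibition at least 50% but not in every replicate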
Target sequence (P43351 whole entry, looked up): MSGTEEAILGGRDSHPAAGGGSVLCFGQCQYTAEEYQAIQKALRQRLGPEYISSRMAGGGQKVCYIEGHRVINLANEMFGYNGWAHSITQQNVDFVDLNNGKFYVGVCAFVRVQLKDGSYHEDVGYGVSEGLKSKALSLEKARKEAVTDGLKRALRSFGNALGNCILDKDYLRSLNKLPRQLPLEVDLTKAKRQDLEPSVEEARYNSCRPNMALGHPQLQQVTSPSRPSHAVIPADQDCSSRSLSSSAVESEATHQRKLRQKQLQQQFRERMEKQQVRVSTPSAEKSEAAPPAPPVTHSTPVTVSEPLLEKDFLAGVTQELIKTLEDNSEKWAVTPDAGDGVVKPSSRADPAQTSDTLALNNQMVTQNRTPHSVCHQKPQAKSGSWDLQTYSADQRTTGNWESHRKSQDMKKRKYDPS
esBAF inh: inhibitors of esBAF chromatin remodeling in mouse ES cells; Bmi1-luciferase knock-in reporter, 24 h; 100% = twice the neutral-well signal; AID 602393; 350,000 compounds, 2% hits; reporter increase, % at 12.5 µM; in the data active = activation above about 40%; inconclusive = no clear call, values can overlap the other calls;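 note: 0% = median of the plate's neutral control wells and 100% = double that signal; a rise in the Bmi1 reporter signal indicates esBAF inhibition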
* marks the source's active call; other numbers are inactive results; ? = inconclusive; · = not tested or not shown. No enrichment for hits; any-hit rate near 3%.

1. O=C(C[C@@H]1C[C@@H]2c3cc(NC(=O)Nc4ccccc4)ccc3O[C@@H]2[C@@H](CO)O1)NCc1ccccc1
2. C/C=C/c1ccc([C@H]2[C@@H](CO)N(C(=O)NC3CCCC3)[C@H]2C#N)cc1
3. CCC(C)C(=O)Nc1nnc(SCC(=O)NC2CCCC2)s1 (configuration not stated)
4. O=C(NN1C(=O)NC2(CCCCC2)C1=O)c1cc2cc(Cl)ccc2o1
5. Cc1ccccc1S(=O)(=O)N1CC(=O)N2[C@H](CO)[C@@H](c3ccc(C#CCC4CCCC4)cc3)[C@H]2C1
6. CCOC(=O)C1(Cc2ccccc2)CCCN(C2CCN(C(C)=O)CC2)C1 (configuration not stated)
7. Nc1nonc1-n1nnc(C(=O)N/N=C/c2cccc(F)c2)c1-c1ccccc1
8. O=C(O)c1ccc2c(c1)C(=O)N(Cc1ccco1)C2=O
Compound,1,2,3,4,5,6,7,8
FN deposition inh,0.5,1.9,1.1,0.0,·,5.9,-2.4,3.7
Xi reactivation,0.5,-0.1,0.0,0.1,0.0,0.0,0.2,0.0
RAD54 branch,-6.2,-7.9,-7.6,·,·,-13.9,-0.2,-11.4
S100A4 inh HTS,26.8,-1.7,0.0,-2.3,7.3,-39.3,-2.6,2.8
E-sel inducer,0.1,0.2,0.2,-0.2,-0.4,-1.7,0.0,·
EWS-Fli block,4.5,-3.6,-12.6,2.1,7.9,1.8,-10.7,2.3
RAD52 anneal inh,6.9,-54.5,12.4,-0.3,-15.4,-99.9,-4.0,-3.3
esBAF inh,1.7,-7.5,7.0,-3.7,·,-1.3,-2.8,-7.3

Some of these compounds in order of molecular weight, highest first:
1. O=C(C[C@@H]1C[C@@H]2c3cc(NC(=O)Nc4ccccc4)ccc3O[C@@H]2[C@@H](CO)O1)NCc1ccccc1
4. O=C(NN1C(=O)NC2(CCCCC2)C1=O)c1cc2cc(Cl)ccc2o1
2. C/C=C/c1ccc([C@H]2[C@@H](CO)N(C(=O)NC3CCCC3)[C@H]2C#N)cc1
Compound,1,4,2
FN deposition inh,0.5,0.0,1.9
Xi reactivation,0.5,0.1,-0.1
RAD54 branch,-6.2,·,-7.9
S100A4 inh HTS,26.8,-2.3,-1.7
E-sel inducer,0.1,-0.2,0.2
EWS-Fli block,4.5,2.1,-3.6
RAD52 anneal inh,6.9,-0.3,-54.5
esBAF inh,1.7,-3.7,-7.5

The list continues:
9. Cc1cc(C(C)(C)C)cc(C)c1COC(=O)c1cccnc1
10. O=C(CSc1ncnc2c1cnn2-c1ccc(F)cc1)NC1CCCC1
11. Cc1ccc(S(=O)(=O)c2cc3c(=O)n4ccccc4nc3n(CCCN3CCOCC3)c2=N)cc1C
12. CO[C@H]1CN(C)C(=O)c2ccc(NC(C)=O)cc2OC[C@@H](C)N(C(=O)c2ccccn2)C[C@@H]1C
13. Cc1ccc(C)c(NC(=S)N(CCc2ccncc2)C(C)C)c1
14. CO[C@@H]1CN(C)C(=O)c2cc(NC(=O)c3ccc(F)cc3)ccc2OC[C@@H](C)N(C(C)=O)C[C@H]1C
15. C[C@H](CO)N1C[C@H](C)[C@H](CN(C)C(=O)Nc2ccc3c(c2)OCO3)Oc2ncc(C#CCN(C)C)cc2C1=O
16. CC(=O)CCc1oc2c([N+](=O)[O-])cccc2c1-c1ccc(C)o1
Compound,9,10,11,12,13,14,15,16
FN deposition inh,-6.7,-11.4,6.1,-5.8,-0.1,2.6,8.9,-21.9
Xi reactivation,0.2,0.2,0.1,0.3,0.4,0.2,0.5,-0.4
RAD54 branch,·,-8.4,2.5,-2.3,5.5,-2.5,1.6,·
S100A4 inh HTS,-6.2,-12.7,-2.7,-8.4,-3.0,-8.7,0.3,1.2
E-sel inducer,-0.3,·,·,-0.2,0.1,-0.1,-0.2,1.3
EWS-Fli block,7.5,·,-6.0,2.9,-8.7,3.2,-19.0,-1.4
RAD52 anneal inh,-9.0,-7.2,4.5,-19.4,-14.3,12.6,0.4,-14.4
esBAF inh,-1.0,11.0,-2.2,-4.0,2.9,2.7,-2.4,·

17. COc1ccc(CNC(=O)N2CCc3ccccc3C2)cc1
18. O=C(Nc1ccccc1)N1C[C@@H]2[C@H](c3ccccc31)[C@H](CO)N2C(=O)c1ccccn1
19. COc1cc2c(cc1OC)CN(C(=O)C(CCSC)NS(=O)(=O)c1ccc(C)cc1)CC2 (configuration not stated)
20. Cc1ccc(NC(=O)COC(=O)c2nn(C)cc2Cl)cc1
21. CCCCCC(=O)N1C[C@@H](n2cc(COC(=O)c3ccccc3)nn2)[C@H](O)C[C@@H]1c1ccccc1
22. CCCN1CCN(C(=O)c2cccc3c2C(=O)N(CCOC)C3)CC1
23. CN1C(=O)CC(N2CCN(c3ccc(Cl)cc3)CC2)C1=O (configuration not stated)
24. C[C@@H]1CN([C@H](C)CO)C(=O)Cc2cc(NS(=O)(=O)c3ccccc3)ccc2O[C@@H]1CN(C)Cc1ccc2c(c1)OCO2
Compound,17,18,19,20,21,22,23,24
FN deposition inh,11.8,·,-5.8,-11.3,-8.0,-0.1,5.5,0.5
Xi reactivation,0.1,0.3,0.0,0.1,0.2,0.1,0.1,0.0
RAD54 branch,-10.0,-0.8,7.9,·,0.8,-11.2,·,1.6
S100A4 inh HTS,-3.4,-3.2,-4.3,-4.9,-5.2,-1.2,-1.5,5.6
E-sel inducer,·,-0.2,·,·,·,0.5,·,-0.1
EWS-Fli block,-35.5,-14.3,10.3,21.8,-3.6,0.3,9.9,12.5
RAD52 anneal inh,-27.2,5.6,-22.2,-8.5,-11.5,5.7,-4.2,10.5
esBAF inh,12.9,3.7,0.7,-4.8,-5.9,-2.1,·,1.0

25. COc1cc(CCCN2C(=S)NC[C@H]2Cc2ccc(O)cc2)cc(OC)c1OC
26. CCCCN(C(=O)c1cc(-c2ccncc2)nc2ccccc12)c1c(N)n(CC(C)C)c(=O)[nH]c1=O
27. Cc1ccc2nc(C)c(C(=O)NN=C3CCCCCC3)n2c1
28. CN(CC(=O)Nc1ccc(F)cc1)C(=O)c1cc2c(s1)CCCCC2
29. CCS(=O)(=O)N1CCC2(CC1)CN(S(=O)(=O)c1ccccc1)[C@H](CO)c1c2c2ccc(OC)cc2n1C
30. Cc1cc(C(F)(F)F)n2ncc(-c3cccc(Br)c3)c2n1
31. O=C(CSc1cccc[n+]1[O-])N1CCc2ccccc21
32. C#CCN(C[C@H]1[C@H](OC(=O)Nc2cccs2)[C@H](OC(=O)Nc2cccs2)C[C@H]2C(=O)N(c3ccccc3)C(=O)[C@@H]12)S(=O)(=O)c1ccc(C)cc1
Compound,25,26,27,28,29,30,31,32
FN deposition inh,-4.5,-3.6,1.1,4.3,·,5.9,-7.6,·
Xi reactivation,0.0,0.1,0.1,0.0,0.4,0.0,-0.1,0.1
RAD54 branch,3.1,11.6,·,-4.6,·,4.1,5.7,3.3
S100A4 inh HTS,2.1,-3.5,-5.9,-3.7,7.7,-4.3,3.6,-11.5
E-sel inducer,-0.1,·,·,-1.1,0.5,9.2,·,0.2
EWS-Fli block,8.8,1.3,5.2,-7.2,1.5,11.9,-3.7,-10.9
RAD52 anneal inh,-5.4,-32.0,-15.0,-14.5,19.4,-9.1,-10.9,-34.2
esBAF inh,-4.4,-1.5,·,7.4,·,-4.4,-0.4,3.0

33. CC(C)CN1C(=O)c2ccc(C(=O)Nc3ccccc3C(=O)O)cc2C1=O
34. CC1(c2ccc(OC(F)F)cc2)NC(=O)N(CC(=O)Nc2ccc(Cl)cc2F)C1=O (configuration not stated)
35. CCCNC(=O)N(C)C[C@@H]1Oc2ncc(/C=C/c3ccccc3)cc2C(=O)N([C@H](C)CO)C[C@@H]1C
36. COc1ccc(COCC(O)CN2CCN(S(=O)(=O)c3ccc(C(C)C)cc3)CC2)cc1 (configuration not stated)
37. O=C(NCCO)C1COc2ccccc2O1 (configuration not stated)
38. CC(C)NC(=O)N(C)C[C@H]1OCCCC[C@@H](C)Oc2ccc(NC(=O)C3CCCCC3)cc2C(=O)N([C@@H](C)CO)C[C@H]1C
39. O=C(CCCc1ccccc1)Nc1ccnn1C1CCN(Cc2ccccc2F)CC1
40. COc1ccc(NC(=O)N(C)C[C@H]2Oc3ccc(NC(=O)Cn4cnnn4)cc3CC(=O)N([C@H](C)CO)C[C@@H]2C)cc1
Compound,33,34,35,36,37,38,39,40
FN deposition inh,-4.6,2.6,·,2.9,6.5,-1.4,3.0,·
Xi reactivation,0.1,0.1,-0.1,0.4,0.0,0.0,0.4,0.0
RAD54 branch,-21.7,1.5,4.6,·,6.8,-3.3,2.9,-1.8
S100A4 inh HTS,-7.6,-1.9,1.2,-0.7,-1.6,1.9,-4.6,6.7
E-sel inducer,0.0,·,-0.2,0.7,1.7,·,-1.6,·
EWS-Fli block,-8.5,-11.2,3.5,6.5,6.3,·,2.3,-3.7
RAD52 anneal inh,-24.2,-5.9,10.4,1.4,-15.2,-3.7,-35.7,-9.3
esBAF inh,?,5.0,1.3,0.1,-7.4,·,-11.1,2.7

41. Cc1ccc(-n2ncc3c2CCCC3NC(=O)CCCN2CCCC2=O)cc1C (configuration not stated)
42. CCOC(=O)c1cnc(-n2nc(C)cc2C)nc1Oc1ccc(C(=O)OC)cc1
43. COCCNC(=O)C(C)Oc1ccccc1 (configuration not stated)
44. COc1ccc(-c2nc(N3CCC(C)CC3)[nH]c(=O)c2C#N)cc1
45. Cc1c(Br)c(=O)oc2c(Br)c(O)c(O)cc12
46. CN1CCC[C@@H]1CCNC(=O)c1c(-c2ccc3c(c2)OCO3)noc1-c1ccsc1
47. Cc1cccc(S(=O)(=O)N2CCCCN3[C@H](C2)[C@@H](c2ccc(C#CC(C)C)cc2)[C@@H]3CO)c1
48. CCn1cc(C(=O)N2CCCC2)c(=O)c2cc(S(=O)(=O)N3CCC(C)CC3)ccc21
49. Cc1ccccc1Nc1nc(-c2ccccc2)c(C(=O)Nc2cccnc2)s1
Compound,41,42,43,44,45,46,47,48,49
FN deposition inh,4.4,-8.3,-1.4,·,-2.0,0.6,·,-7.5,-2.3
Xi reactivation,0.2,-0.1,0.0,·,0.0,-0.1,0.0,0.1,0.1
RAD54 branch,-4.0,-1.6,1.8,-3.3,·,6.2,-2.4,10.1,·
S100A4 inh HTS,17.1,-3.8,-4.7,-4.4,-3.9,5.7,-2.9,-0.9,-1.8
E-sel inducer,·,-1.3,1.5,·,0.8,-0.2,-0.9,·,?
EWS-Fli block,-1.6,6.4,4.5,-2.9,7.4,-5.9,1.4,6.6,-19.1
RAD52 anneal inh,-8.0,-10.6,-5.1,-20.0,-18.2,7.2,-0.4,-11.7,-8.2
esBAF inh,·,·,-3.0,1.8,·,-3.1,·,-4.4,·
